POLK inh: qHTS for Inhibitors of Polymerase Kappa. DNA polymerase kappa (Homo sapiens), Q9UBT6. purified Pol kappa, fluorescent DNA synthesis assay, 10 min. Potency, µM (series often up to 107 µM), for inactives: top-dose activity, negative = inhibition, usual class: inhibitors. hit rate 0.53% among 400,000; further: on the % scale 0 is the no-effect control and ±100 the full control effect
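Pol kappa 10 nM + cpd, 15 min RT; start w/ substrate 50 nM final; fluorescence kinetic read, 0 and 10 min. Neg ctrl: buffer, no enzyme.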
BAZ2B block: qHTS Assay for Inhibitors of BAZ2B; Potency, µM (doses to about 114 µM), without a hit: at the top dose activity change, negative = inhibition, actives largely listed as inhibitors; Bromodomain adjacent to zinc finger domain protein 2B (Homo sapiens), Q9UIF8; hit rate 4.4% among 360,000; AlphaScreen BAZ2B-H3K14Ac peptide displacement; further: on the % scale 0 is the no-effect control and ±100 the full control effect; nearly all actives have a fitted effect of over 60% in size
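Complex of BAZ2B and biotin-H3K14Ac (50 nM apiece) forms over 30 min at RT, then faces library compounds up to 110 uM for another 30 min; AlphaScreen beads added, 20 min dark incubation, luminescence read.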
Apoferritin bind: qHTS Assay for Identification of Novel General Anesthetics; Ferritin light chain (Equus caballus), P02791; apoferritin/1-aminoanthracene competitive binding, fluorescence; Potency, µM (highest dose often 77.5 µM), inactives show top-dose activity change, negative = displacement, hits mostly inhibitors; hit rate 0.074% among 350,000; AID 485281, 2010; further: on the % scale 0 is the no-effect control and ±100 the full control effect; nearly all actives have a fitted effect of over 20% in size
Target sequence (P02791 2-175 limits assumed): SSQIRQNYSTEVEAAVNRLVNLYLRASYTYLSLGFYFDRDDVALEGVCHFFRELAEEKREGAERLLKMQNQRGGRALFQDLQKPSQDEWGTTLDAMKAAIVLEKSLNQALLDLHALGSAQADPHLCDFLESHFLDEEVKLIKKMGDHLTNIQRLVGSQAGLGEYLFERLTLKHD
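Concentration-response curves derived by four-parameter Hill fitting of normalized fluorescence, where compounds displaced 1-AMA from 10 uM horse apoferritin following a brief 10 min room-temperature incubation; propofol titration acted as positive control.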
POLI inh: qHTS for Inhibitors of Polymerase Iota. DNA polymerase iota (Homo sapiens), Q9UNA4. Pol iota fluorescent replication assay, 10 min. Potency, µM (titrated, usually from 115 µM), inactives show at the top dose activity, negative = inhibition, hits mostly inhibitors. hit rate 1% among 390,000. AID 588590, 2011
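Pol iota at 10 nM preincubated 15 min with compounds at room temperature; reaction started with fluorescent substrate, 50 nM final. Fluorescence read kinetically at 0 and 10 min; buffer-only wells as negative control.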
APEX1 inh: qHTS Assay for Inhibitors of the Human Apurinic/apyrimidinic Endonuclease 1 (APE1); DNA repair nuclease/redox regulator APEX1 (Homo sapiens), P27695; recombinant APE1, TAMRA/BHQ-2 abasic DNA cleavage fluorescence; Potency, µM (series often up to 65.8 µM), without a hit: at the highest dose activity change, negative = inhibition, hits mostly inhibitors; hit rate 0.35% among 350,000;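 further: plate controls were vehicle for no effect and reference inhibitor for full effect; nearly all actives have a fitted effect of over 55% in size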
Target sequence (P27695 whole entry, looked up): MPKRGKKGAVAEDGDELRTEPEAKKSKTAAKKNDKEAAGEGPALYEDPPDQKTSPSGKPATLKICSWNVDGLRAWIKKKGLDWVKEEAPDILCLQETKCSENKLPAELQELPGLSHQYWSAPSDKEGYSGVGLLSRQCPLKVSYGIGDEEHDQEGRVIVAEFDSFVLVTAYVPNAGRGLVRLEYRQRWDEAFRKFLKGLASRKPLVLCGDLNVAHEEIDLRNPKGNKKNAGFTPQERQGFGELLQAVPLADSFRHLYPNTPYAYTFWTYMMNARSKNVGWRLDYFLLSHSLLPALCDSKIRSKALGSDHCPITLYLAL
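Kinetic fluorescence read (525 ex/598 em nm, three reads 60 s apart) of AP-site incision; signal = third minus first read. Enzyme 0.75 nM, dual-labelled THF duplex 50 nM, compound preincubation 15 min RT.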
BLM helicase inh: qHTS Assay for Inhibitors of Bloom's syndrome helicase (BLM) | RecQ-like DNA helicase BLM (Homo sapiens), P54132 | recombinant BLM DNA unwinding, fluorescence dequenching | Potency, µM (titrated, usually from 56.1 µM), for the others: top-dose activity change, negative = inhibition, actives largely listed as inhibitors | hit rate 0.2% among 350,000 | AID 2528, 2010;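 further: plate controls were vehicle for no effect and no enzyme for full effect; nearly all actives have a fitted effect of over 35% in size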
Pol beta inh: qHTS Assay for Inhibitors of DNA Polymerase Beta | Pol beta primer extension/strand displacement, fluorescence kinetic | Potency, µM (titrated, usually from 114 µM), for inactives: at the top dose activity change, negative = inhibition, hits mostly inhibitors | hit rate 1.3% among 340,000 | AID 485314, 2010; further: on the % scale 0 is the no-effect control and ±100 the full control effect
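Human Pol beta at 10 nM; strand-displacement substrate 50 nM final. Compound exposure 15 min at room temperature before start, reaction 10 min at room temperature.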
Pol eta inh: qHTS for Inhibitors of Polymerase Eta; recombinant Pol eta, fluorescent DNA replication assay; AID 588591, 2011; Potency, µM (top dose mostly 114 µM), for inactives: at the top dose activity change, negative = inhibition, actives largely listed as inhibitors; DNA polymerase eta (Homo sapiens), Q9Y253; hit rate 1.2% among 390,000; further: on the % scale 0 is the no-effect control and ±100 the full control effect
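Pol eta (10 nM) was preincubated with compounds for 15 min at room temperature, after which fluorescent replication substrate (50 nM final) was added to start the reaction. Fluorescence was read kinetically at 0 and 10 min.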
G9a block: qHTS Assay for Inhibitors of Histone Lysine Methyltransferase G9a; Histone-lysine N-methyltransferase EHMT2 (Homo sapiens), Q96KQ7; Potency, µM (titrated, usually from 102 µM), for the others: at the highest dose activity, negative = inhibition, actives largely listed as inhibitors; hit rate 8.8% among 350,000; G9a H3K9 monomethylation, AlphaScreen, 2 h; further: on the % scale 0 is the no-effect control and ±100 the full control effect; nearly all actives have a fitted effect of over 75% in size
Target sequence (Q96KQ7 913-1193 limits assumed): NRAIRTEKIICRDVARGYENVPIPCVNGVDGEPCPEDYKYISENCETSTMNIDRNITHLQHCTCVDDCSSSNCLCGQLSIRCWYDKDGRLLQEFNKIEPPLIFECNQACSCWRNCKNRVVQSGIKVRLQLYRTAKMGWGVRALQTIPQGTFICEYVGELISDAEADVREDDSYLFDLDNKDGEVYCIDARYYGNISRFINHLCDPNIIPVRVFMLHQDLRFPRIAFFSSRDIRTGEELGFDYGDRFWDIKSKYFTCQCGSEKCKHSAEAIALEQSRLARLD
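Methyltransferase reactions run at room temperature for 2 h (20 nM enzyme, 500 nM biotin-H3K9 peptide, 20 uM SAM) after a 15 min compound preincubation; product detected by AlphaScreen beads and anti-H3K9me1 antibody.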
The depositor's hits bear a star; ? = inconclusive; . = not tested or not shown; & = joins results of further samples; [ ] = another dose, or the depositor's remark. The call rests on the fitted dose curve; in most records, active means well fitted curve in the direction sought with a large enough effect; inconclusive means small, poorly fitted or top-dose-only effect, or another doubt; inactive means no such curve, though single readings can be large; an effect the other way counts as inactive or inconclusive. Potency means the concentration at half of the fitted maximal effect.

SMILES	POLK inh	BAZ2B block	Apoferritin bind	POLI inh	APEX1 inh	BLM helicase inh	Pol beta inh	Pol eta inh	G9a block
Cc1[nH]n(C(N)=S)c(=O)c1N=Nc1ccc(Cl)cc1Cl	-1.7%	?	-1.6%	-14.1%	-1.2%	-4.2%	?	-13.3%	44.7µM*
Cc1cccc(CSc2ccc(-c3cccs3)nn2)c1	-7.5%&-19.7%	158.6%&53.5%[activator]	0.7%&-6.5%	281.3%&21.5%[activator]	10.7%	-10.7%&-7.5%	7.9%&56.3%	-5.1%&-24.3%	200.9%&163.2%[activator][59 µM]
OC(c1ccccc1)(c1ccccc1)C1CCN(C(=S)Nc2ccc(F)cc2)CC1	-16.6%	.	.	-20.0%	20.2%	.	.	-15.3%	.
COC(=O)c1ccccc1NC(=O)Cn1c(=O)cc(C)c2c(C)nn(C)c21	-2.4%	-5.8%	9.5%	20.0%	.	-4.7%	-0.4%	-0.3%	6.3%[59 µM]
Cc1ccc2nc(Nc3ncc4c(n3)CC(C)(C)CC4=O)nc(C)c2c1	-3.5%	-7.3%	-4.2%	67.4%[activator]	2.0%	-0.2%	-5.2%	-2.4%	.
CCOC(=O)c1cc2c(=O)[nH]ccc2nc1C	-5.1%	-3.2%	-3.7%	23.8%	0.0%	-3.2%	11.9%	-6.4%	?
CCOC(=O)CSc1nc2c(c(=O)n(C)c(=O)n2C)n1CCCc1ccccc1	-2.6%	3.4%	-15.4%	10.8%	-1.5%	2.2%	5.1%	-13.5%	8.4%
O=C(c1cc(C(F)(F)F)cc(C(F)(F)F)c1)N1CCC2(CC1)CCN(c1ccccn1)CC2	-4.6%[60.1 µM]	.	.	.	3.4%	-7.9%	.	.	-2.8%[12.7 µM]
COCCOC(=O)C1=C(C)NC2=C(C(=O)CC(C)(C)C2)C1c1ccc2c(c1)OCO2 (stereo unspecified)	-5.5%	-0.4%	-1.8%	23.7%	1.6%	2.4%	7.9%	-8.2%	2.9%
Cc1ccc(-c2cc(C(=O)NCc3cnn(C)c3C)c3cc(Br)ccc3n2)cc1	-10.8%&-3.8%	-13.0%&-5.2%	?	5.0%&18.4%	-18.3%	-15.5%&-10.6%	1.6%&-8.4%	?	-8.7%&-1.3%[59 µM]
CC1(C)OC(=O)C(=C2CCCN2)C(=O)O1	-9.0%	8.2%	-11.0%	4.1%	-9.6%	3.5%	30.4%	?	5.0%[59 µM]
COc1nc2c(C)cccc2cc1-c1noc(-c2ccncc2)n1	.	0.0%	-3.0%	.	1.5%	1.3%	1.0%	.	22.3%
CCCCCNC(=O)Cc1ccc(OC)cc1	-4.0%	2.3%	-13.4%	8.9%	-2.0%	-1.5%	-0.2%	-16.8%	-9.0%[12.7 µM]
CCCCC/C=N/NC(=O)c1[nH]c2ccc([N+](=O)[O-])cc2c1C	-15.4%	-21.0%	-10.4%	48.1%[activator]	0.3%	-5.8%	-5.1%	-13.5%	?
COC(=O)c1cc(=O)n(Cc2ccccc2)c(=NCc2ccccc2)s1	.	.	-3.3%	.	?	-1.0%	-2.6%	.	-4.5%
COc1cccc(N2CC(NS(=O)(=O)c3ccc4ccccc4c3)CC2=O)c1 (stereo unspecified)	8.7%	-21.2%	.	-1.3%	22.2%	.	.	-2.1%	?
COc1ccc(C(=O)Nc2ccc(S(=O)(=O)NC(C)=O)cc2)cc1	-9.6%	15.3%	5.5%	19.5%	14.5%	2.6%	14.9%	-13.6%	-31.5%[12.7 µM]
COc1ccc(C2(C)NC(=O)N(CC(=O)c3cc(C)n(C4CC4)c3C)C2=O)cc1 (stereo unspecified)	6.0%	-38.3%	.	22.5%	29.6%	.	.	-5.5%	-26.5%[12.7 µM]
COc1cc(/C=C/C(=O)OCC(=O)N2CCCc3ccccc32)ccc1OCC#N	-1.4%	12.9%	.	1.3%	-23.1%	.	.	-25.5%	16.1%[59 µM]
N#Cc1c(NC(=O)CSc2nnc(-c3ccccc3)o2)sc2c1CCCC2	?	-33.9%	-11.3%	?	?	-1.9%	6.2%	-5.7%	?
CSc1ccccc1OCc1cc(C(=O)NC(C)Cc2cccc(C)n2)no1 (stereo unspecified)	-7.4%	-30.0%	?	6.7%	1.1%	-6.7%	10.0%	-13.3%	10.2%
Cc1cccc(NC(=O)CSc2nccn2Cc2ccco2)c1C	-12.7%	-10.9%	-9.6%	-7.0%	15.8%	-2.0%	24.7%	3.0%	6.7%
O=C(Nc1ccc(Cl)cc1)C1CCC(=O)N1Cc1ccccc1Cl (stereo unspecified)	-11.4%	-5.4%	-10.8%	-6.2%	-8.4%	-2.8%	-9.1%	-19.5%	-2.7%[12.7 µM]
O=C(Cc1cccs1)NCCn1ccc2ccccc21	-20.5%	-2.8%	-2.2%	-7.1%	0.1%	-1.2%	-25.1%	-5.8%	-36.3%
CCOc1cc(N2CCOCC2)c(OCC)cc1NC(=O)COC(=O)C1CCCN1S(=O)(=O)c1ccccc1F (stereo unspecified)	-7.0%	-38.3%	.	9.3%	-11.0%	.	.	-20.2%	18.9%[12.7 µM]
Cn1c(=O)c2c(ncn2CC(=O)Nc2ccc(Cl)cc2Cl)n(C)c1=O	-0.9%	5.5%	2.1%	6.4%	1.4%	-0.2%	?	-3.2%	-7.8%[59 µM]
COCCn1c(SCC(=O)c2ccc3c(c2)OCCO3)nnc1-c1ccoc1C	-6.1%	-9.7%	-23.9%	15.9%	-1.1%	4.8%	6.1%	7.0%	?
O=C(NCc1cccs1)C1CCN(S(=O)(=O)c2cccc3nsnc23)CC1	-5.3%	4.0%	-10.4%	30.6%	5.2%	-5.4%	38.5%	-1.3%	-4.6%[0.0925 µM]
CCOC(=O)c1nc(C)[nH]c1C(=O)OCC	-6.9%	79.4µM*	0.1%	-5.8%	-0.7%	0.6%	1.3%	-7.4%	?
COc1ccccc1NS(=O)(=O)c1ccc(C)c(C(=O)NCCCN2CCCC2=O)c1	-3.4%	-3.5%	.	55.0%[activator]	-5.2%	.	.	6.7%	-3.3%

In the list so far, these contain two or more sulfur atoms.
SMILES	POLK inh	BAZ2B block	Apoferritin bind	POLI inh	APEX1 inh	BLM helicase inh	Pol beta inh	Pol eta inh	G9a block
Cc1cccc(CSc2ccc(-c3cccs3)nn2)c1	-7.5%&-19.7%	158.6%&53.5%[activator]	0.7%&-6.5%	281.3%&21.5%[activator]	10.7%	-10.7%&-7.5%	7.9%&56.3%	-5.1%&-24.3%	200.9%&163.2%[activator][59 µM]
N#Cc1c(NC(=O)CSc2nnc(-c3ccccc3)o2)sc2c1CCCC2	?	-33.9%	-11.3%	?	?	-1.9%	6.2%	-5.7%	?
O=C(NCc1cccs1)C1CCN(S(=O)(=O)c2cccc3nsnc23)CC1	-5.3%	4.0%	-10.4%	30.6%	5.2%	-5.4%	38.5%	-1.3%	-4.6%[0.0925 µM]

Among those listed so far, two contain a cyano group.
SMILES	POLK inh	BAZ2B block	Apoferritin bind	POLI inh	APEX1 inh	BLM helicase inh	Pol beta inh	Pol eta inh	G9a block
COc1cc(/C=C/C(=O)OCC(=O)N2CCCc3ccccc32)ccc1OCC#N	-1.4%	12.9%	.	1.3%	-23.1%	.	.	-25.5%	16.1%[59 µM]
N#Cc1c(NC(=O)CSc2nnc(-c3ccccc3)o2)sc2c1CCCC2	?	-33.9%	-11.3%	?	?	-1.9%	6.2%	-5.7%	?

(list continues)
SMILES	POLK inh	BAZ2B block	Apoferritin bind	POLI inh	APEX1 inh	BLM helicase inh	Pol beta inh	Pol eta inh	G9a block
O=C(Nc1ccc(-n2cnnn2)cc1)C1CCCN1C(=O)NC1CCCCC1 (stereo unspecified)	-8.6%	-2.9%	-14.6%	65.3%[activator]	-1.3%	0.5%	5.1%	-15.9%	-5.3%
O=S(=O)(c1cc(Br)ccc1Br)N1CCCCCC1	-11.3%	95.2%[activator]	-16.4%	89.3%[activator]	-15.1%	-4.9%	37.3%	-4.8%	253.8%[activator]
CC(/C=C/c1ccccc1)=N/NC(=O)c1cccc(Br)c1	1.9%	-16.2%	-15.6%	32.1%[activator]	-6.1%	-3.5%	10.3%	-16.9%	19.1%
Cc1ccc(CNC(=O)c2cc3ccc4cccnc4c3[nH]2)cc1	-6.1%	7.7%[57.1 µM]	-3.6%	-8.5%	.	-5.7%	-17.8%	3.5%	-13.6%[59 µM]
COC(=O)C1=C(C)NC(=O)NC1c1ccc2ccccc2c1 (stereo unspecified)	-2.3%	1.0%	-8.2%	103.6%[activator]	19.6%	0.8%	21.0%	-18.7%	38.7%
O=c1c2ccccc2nnn1CSc1ccc2c(c1)OCCO2	4.5%	6.3%	?	18.9%	-5.3%	-5.9%	4.8%	1.2%	26.0%
O=C(NCC(=O)N1CCN(c2ccc(C(F)(F)F)cn2)CC1)c1ccc(Br)o1	-3.2%	4.3%	.	6.9%	5.7%	.	.	-7.8%	-6.6%[12.7 µM]
Cc1ccc(-c2nnc(NCc3nc4ccccc4[nH]3)c3ccccc23)cc1S(=O)(=O)N(C)C	-4.1%	-2.0%	5.9%	27.1%	2.3%	2.8%	4.7%	-5.6%	32.1%[59 µM]
COC(=O)c1cnc2c(c1C(=O)OC)c(=O)n(C)c(=O)n2C	-12.3%	3.5%	1.9%	34.2%[activator]	0.5%	1.6%	1.5%	-10.6%	14.6%[59 µM]
CN(C)CCCNc1oc(/C=C/c2ccc(F)cc2)nc1C#N	-14.0%	-9.1%	366.3%[activator]	35.0%[activator]	.	-6.5%	1.1%	.	-27.6%[59 µM]
CC1CC(C)CN(CC(=O)N2CCCc3c2c(=O)oc2ccc(OCc4ccccc4)cc32)C1 (stereo unspecified)	-8.5%	-8.9%	-19.3%	-9.6%	-4.4%	-8.5%	0.6%	?	9.8%[12.7 µM]
COC(=O)CSc1ncc2c(n1)-c1ccccc1N(Cc1cccc(F)c1)S2(=O)=O	-14.2%	-13.6%	-4.5%	28.2%	.	-3.5%	-2.7%	-4.4%	5.1%[59 µM]

A portion of the library. The share of hits here may be higher or lower than overall.
